Screening data as filed in PubChem.
NS3 helicase inh – inhibitors of HCV NS3 helicase, primary screen, biochemical, Cy5 molecular beacon fluorescence. AID 1800, 2009. NS3 helicase DNA unwinding. inhibition, % at 10.9 µM. Hepatitis C virus NS3 helicase. 290,000 tested, 0.56% active;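 active = inhibition above the mean of all tested compounds plus 3 SD, set per campaign, cut at about 35% in these data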;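 also: 0% = DMSO wells and 100% = thioflavine S control wells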
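Test system: hepatitis C virus NS3 helicase domain fragment enzyme. Also added: annealed dual-labelled DNA beacon duplex, ATP-started. Timing: 60 min unwinding reaction at 25 °C after ATP addition. Technique: Cy5 fluorescence. Measure: % inhibition of unwinding.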
PfM18AAP inh – PfM18AAP inhibitors, malaria aminopeptidase, primary screen, biochemical, QFRET, recombinant enzyme; M18 aspartyl aminopeptidase (Plasmodium falciparum 3D7); H-Glu-NHMec fluorogenic cleavage; inhibition, % at 7.35 µM; 290,000 tested, 1.2% active; AID 1822, 2009;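 active = inhibition above the campaign mean inhibition over all tested compounds plus 3 SD, cut at about 28% in these data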;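 also: 0% = plate median of test compound wells and 100% = 2 mM ZnCl2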
IMP-1 inh – IMP-1 metallo-beta-lactamase inhibitors, primary screen, biochemical, epi-absorbance readout, Pseudomonas aeruginosa enzyme; metallo-beta-lactamase IMP-1 (Pseudomonas aeruginosa); 290,000 tested, 0.45% active; inhibition, % at 5.6 µM; purified IMP-1, nitrocefin hydrolysis, epi-absorbance fluorescence;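 active = inhibition above the mean plus 3 SD of all compounds in the same screening run, cut at about 4.5% in these data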;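 also: 0% = IMP-1 with DMSO and 100% = DMSO wells lacking enzyme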
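System: Purified recombinant IMP-1 metallo-beta-lactamase enzyme | Measured by: Fluorescence quenching readout, ex 480/em 530 nm | Replication: Singlicate | Incubation: 15 min preincubation plus 25 min reaction at 25 °C | Evaluation: Percent inhibition from optical density relative to buffer-blank wells | Benchmarks: DMSO with and without IMP-1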
DNA FID counter – compounds displacing fluorescent DNA intercalator, primary screen, artefact control for HCV NS3 helicase inhibitor project, biochemical, FID fluorescence. inhibition, % at 7.9 µM. DNA fluorescent intercalator displacement. 290,000 tested, 0.17% active; in the data active = inhibition above about 37%;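 also: 0% = vehicle and 100% = reference compound; higher means more ethidium bromide displaced from hairpin DNA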
MEKK2 mut-MEK5 – MEK5 binding signal on mutant MEKK2 PB1, primary screen, biochemical, multiplex bead flow cytometry, Alexa488-MEK5; percent response, % at 10 µM; 290,000 tested, 0.35% active; AID 1530, 2009; Alexa488-MEK5 binding to MEKK2 mutant; in the data active = percent response above about 24%, passing the limit was not always enough; also: inactives centre near 1; some results filed as inactive read as strong as hits
VIM-2 inh – VIM-2 metallo-beta-lactamase inhibitors, primary screen, biochemical, epi-absorbance readout, Pseudomonas aeruginosa enzyme | purified VIM-2, nitrocefin hydrolysis, epi-absorbance fluorescence | inhibition, % at 5.6 µM | 290,000 tested, 0.89% active | AID 1527, 2009;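 active = inhibition above the mean of all tested compounds plus 3 SD, cutoff set per screening run, cut at about 7.5% in these data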;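 also: red hydrolysis product quenches plate fluorescence so inhibitors raise well fluorescence; 0% = enzyme with DMSO and 100% = DMSO without enzyme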
NALP1 inh – NALP1 inflammasome inhibitors in reconstituted yeast, colorimetric, S. cerevisiae, triplicate retest; 280,000 tested, 0.61% active; inhibition, % at 10 µM; AID 2071, 2009; S. cerevisiae NALP1/ASC/caspase-1 growth, X-gal OD620, 72 h; in the data active = inhibition mostly above about 24%, no sharp cut-off; inactive = mostly below about 32%; also: some compounds called inactive have numbers as strong as hits
UBC9 SUMO inh – inhibitors of in vitro SUMOylation cascade, primary screen, biochemical, HTRF, uHTS. SUMO-conjugating enzyme UBC9 (Homo sapiens), P63279. HTRF SUMOylation assay, SAE1/SAE2 + UBC9. inhibition, % at 35 µM. 290,000 tested, 0.36% active. AID 2006, 2009; in the data active = inhibition above about 50%, passing the limit was not always enough; also: strong numbers were not always called active
Target sequence (P63279 whole entry, looked up): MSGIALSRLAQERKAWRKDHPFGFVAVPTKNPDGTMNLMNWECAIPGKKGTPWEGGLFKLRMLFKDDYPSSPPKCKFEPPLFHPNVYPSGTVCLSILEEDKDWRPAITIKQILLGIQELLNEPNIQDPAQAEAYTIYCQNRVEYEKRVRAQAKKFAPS
MEKK2 WT-MEK5 – modulators of MEK5 binding to wildtype MEKK2, primary screen, biochemical, multiplex bead flow cytometry, Alexa488-MEK5 | Mitogen-activated protein kinase kinase kinase 2 (Homo sapiens), Q9Y2U5 | Alexa488-MEK5 binding to MEKK2 WT; actives lie on both sides | binding response (% of control), % at 10 µM | 290,000 tested, 1.1% active | AID 1531, 2009; in the data active = binding response below about 67% or above about 130%
* marks the source's active call; other numbers are inactive results; / = no result given.

canonical_smiles | NS3 helicase inh | PfM18AAP inh | IMP-1 inh | DNA FID counter | MEKK2 mut-MEK5 | VIM-2 inh | NALP1 inh | UBC9 SUMO inh | MEKK2 WT-MEK5
COc1ccc2c(c1)c(=O)oc1cc(OCC(=O)N3CCCC(C)C3)ccc12 (centres undefined) | -1 | 2 | -0.7 | -10 | 6 | -3.8 | 13 | 21 | 109
Cc1ccc(Sc2ccncc2S(N)(=O)=O)cc1 | 17 | 1 | -0.5 | 5 | -3 | -0.8 | 23 | 19 | 98
CC(=O)Nc1ccc(NC(=O)CCCCCN2C(=O)c3ccccc3C2=O)cc1 | 0 | 0 | -0.8 | -9 | -3 | -3.0 | 8 | -1 | 99
COc1cc([N+](=O)[O-])ccc1NC(=O)NN1CCN(C)CC1 | -3 | 2 | -1.2 | 5 | -2 | 1.1 | 22 | 1 | 100
C=CCn1c(SCc2nc3ccccc3c(=O)[nH]2)nc2scc(C3CC3)c2c1=O | 10 | 4 | -3.6 | -5 | 2 | -0.4 | 15 | 10 | 100
Nc1nc2ccccc2n1C(=O)c1ccccc1 | -6 | 3 | 1.0 | 1 | -9 | -0.9 | 7 | 15 | 88
Cc1ccccc1-c1ncc(CN2CCC(CO)(CCCc3ccccc3)CC2)cn1 | -22 | 2 | -2.3 | 6 | 27 | -2.7 | 0 | 2 | 130
COCc1cc(CN2CCN(C)CC2)c(O)c2ncccc12 | -5 | 10 | -3.5 | -5 | -2 | 0.5 | -3 | -32 | 100
CC(=O)Nc1ccc(Nc2cc(C)nc3c(-c4ccccc4)cnn23)cc1 | -17 | -7 | -3.5 | -4 | -2 | 2.1 | 28 | 13 | 97
O=C(Cc1ccc(Cl)cc1)Nc1ccncc1 | 0 | 2 | -2.2 | 15 | -7 | -3.4 | 5 | 3 | 98
O=C(O)CCNC(=O)/C(=C\C=C\c1ccccc1)NC(=O)c1ccccc1 | 6 | 3 | -5.1 | -21 | 35 | -2.7 | / | 19 | 125
Cc1cccc(-n2nc3c(c2NC(=O)C(C)C)CSC3)c1 | 5 | -2 | -0.9 | -4 | 0 | -0.6 | 8 | 1 | 99

Full records, looked up by structure.
Results for Cc1cccc(-n2nc3c(c2NC(=O)C(C)C)CSC3)c1 = NS3 helicase inh: 5; PfM18AAP inh: -2; IMP-1 inh: -0.9; DNA FID counter: -4; MEKK2 mut-MEK5: 0; VIM-2 inh: -0.6; NALP1 inh: 8; UBC9 SUMO inh: 1; MEKK2 WT-MEK5: 99
Results for CC(=O)Nc1ccc(Nc2cc(C)nc3c(-c4ccccc4)cnn23)cc1 = NS3 helicase inh: -17; PfM18AAP inh: -7; IMP-1 inh: -3.5; DNA FID counter: -4; MEKK2 mut-MEK5: -2; VIM-2 inh: 2.1; NALP1 inh: 28; UBC9 SUMO inh: 13; MEKK2 WT-MEK5: 97

Arranged by value in NALP1 inh (ascending): five of the compounds above
compound,NS3 helicase inh,PfM18AAP inh,IMP-1 inh,MEKK2 mut-MEK5,VIM-2 inh,NALP1 inh,UBC9 SUMO inh,MEKK2 WT-MEK5
COCc1cc(CN2CCN(C)CC2)c(O)c2ncccc12,-5,10,-3.5,-2,0.5,-3,-32,100
Nc1nc2ccccc2n1C(=O)c1ccccc1,-6,3,1.0,-9,-0.9,7,15,88
COc1ccc2c(c1)c(=O)oc1cc(OCC(=O)N3CCCC(C)C3)ccc12 (centres undefined),-1,2,-0.7,6,-3.8,13,21,109
C=CCn1c(SCc2nc3ccccc3c(=O)[nH]2)nc2scc(C3CC3)c2c1=O,10,4,-3.6,2,-0.4,15,10,100
Cc1ccc(Sc2ccncc2S(N)(=O)=O)cc1,17,1,-0.5,-3,-0.8,23,19,98

New compounds follow:
canonical_smiles | NS3 helicase inh | PfM18AAP inh | IMP-1 inh | DNA FID counter | MEKK2 mut-MEK5 | VIM-2 inh | NALP1 inh | UBC9 SUMO inh | MEKK2 WT-MEK5
COCCNC(=O)Cn1nc(-c2ccccc2C)ccc1=O | -1 | 3 | -3.7 | -1 | 4 | -2.0 | 6 | 2 | 113
CCN1CC2=C(OC(N)=C(C#N)C2c2cccs2)/C(=C/c2cccs2)C1 (centres undefined) | 10 | 14 | 0.2 | -8 | 0 | -0.6 | 7 | 22 | 97
CCOC(=O)C1=C(CCc2ccccc2)NC(=O)NC1c1cccc([N+](=O)[O-])c1 (centres undefined) | -2 | 8 | -1.2 | -19 | -9 | -1.5 | -3 | 8 | 89
O=c1[nH]c2ccccc2nc1N1CCOCC1 | -7 | 2 | -1.6 | 1 | 6 | -3.8 | 2 | 12 | 108
Cc1ccc(-c2csc3ncnc(-n4cnc5ccccc54)c23)cc1 | -5 | 3 | -2.1 | -30 | 6 | -1.3 | 6 | -2 | 91
CCOCC(=O)Nc1ncc(S(=O)(=O)c2ccc([N+](=O)[O-])cc2)s1 | -11 | -6 | -1.3 | 8 | -5 | 1.5 | 4 | 3 | 84
Cc1cc(C)n2nc(SCC(=O)N(C)Cc3ccccc3)nc2n1 | -7 | -9 | -2.4 | -8 | 4 | 1.3 | 5 | 10 | 103
Cc1ccc(C2(c3noc(CN(C)CCO)n3)CCCC2)cc1 | 4 | -2 | -2.2 | -17 | -1 | -2.9 | -10 | 9 | 101
CC(C)(C)C(=O)NC(=S)Nc1sc2c(c1C#N)CCCCC2 | -1 | 4 | -0.1 | -3 | 8 | -0.9 | 15 | -12 | 97
O=C(c1cc2sccc2n1Cc1ccccc1)N1CCc2ccccc21 | 2 | 2 | -2.7 | -12 | 4 | -0.7 | 8 | -36 | 103
COc1cccc2c(=O)c3c(cnn3C)n(C)c12 | 5 | 11 | -3.0 | -1 | / | 7.4 | 1 | 33 | /
Cc1ccc(/C=N/Nc2ccc3ccccc3n2)o1 | 7 | 14 | -2.9 | -3 | -4 | 0.7 | 6 | -1 | 106
Cc1cccc(C)c1Nc1nnc(SCC(=O)c2ccc(Br)s2)s1 | 0 | -6 | -3.0 | -13 | 6 | -0.9 | 33 | -4 | 118
CCN(CC)c1ccc(NC(=O)c2ccco2)cc1 | -2 | -11 | -2.9 | 3 | -1 | 0.1 | 34 | 0 | 101
CCC1(C)Cc2c(sc3nc(NN)n(C)c(=O)c23)CO1 (centres undefined) | 0 | 12 | -4.6 | -7 | 3 | -3.7 | 34 | -4 | 101
COc1ccc(Nc2ncnc3c2cnn3-c2cccc(C)c2)cc1OC | / | / | / | / | 7 | / | 16 | 5 | 99
C=CCc1ccccc1OCC(=O)OCCNC(=O)c1cccnc1 | -5 | -16 | -0.3 | -3 | 7 | -0.6 | -10 | 4 | 102
O=C(Nc1ccc(F)cc1)c1ccc(CSc2ccc(Cl)cc2)o1 | -3 | 2 | -3.1 | -14 | 8 | -3.1 | 11 | 1 | 103
NC(=O)C1CCN(c2nc(C3CC3)nc3c2nnn3Cc2ccccc2Cl)CC1 | 4 | -4 | -5.1 | -1 | 2 | -3.1 | 18 | 7 | 100
CCCn1c(SCC(=O)NCC2CCCO2)nc2c1c(=O)n(C)c(=O)n2C (centres undefined) | 3 | -8 | -4.0 | -12 | 1 | -2.0 | 5 | 11 | 100
CC(=O)N1c2ccc(S(=O)(=O)N3CCCC(C(=O)Nc4cc(C)cc(C)c4)C3)cc2CC1C (centres undefined) | -13 | 4 | -3.0 | -52 | -1 | -2.1 | 11 | -9 | 96
Cc1ccccc1OCc1nnc(SCc2cc(=O)[nH]c3ccccc23)n1-c1ccccc1 | 8 | 6 | -1.5 | -23 | -4 | -1.3 | 19 | 6 | 71
CC1CN(C(=O)c2scc3c2OCCO3)CC(C)O1 (centres undefined) | -6 | -8 | -3.4 | 1 | 2 | -3.2 | -24 | -10 | 98
CCNC(=O)CC1C(=O)N(c2cccc(C)c2)C(=O)N1CCC(C)C (centres undefined) | -6 | 0 | -0.8 | -4 | -2 | -1.6 | 15 | -13 | 102
Cc1csc(SCC(=O)NCc2ccccc2Cl)n1 | 15 | 1 | -2.3 | -8 | 5 | -2.6 | 8 | 4 | 103
C[C@H](NC(=O)c1nc[nH]c1C(=O)N[C@@H](C)C(=O)OC(C)(C)C)C(=O)OCc1ccccc1 | -8 | -10 | -1.3 | -44 | -6 | -2.1 | 4 | -9 | 97
CCN1CCN(C(=S)c2ccc(OCC(=O)NCc3ccccc3)cc2)CC1 | 2 | 39* | 0.8 | -6 | -2 | 0.5 | -5 | 14 | 96
COc1cc(NC(=O)c2cccnc2)c(Cl)cc1NC(=O)c1ccc(Cl)cc1 | 3 | -6 | -1.7 | -1 | -6 | 0.5 | 14 | 32 | 93
CC(C)NC(=S)N/N=C/c1ccc2c(c1)OCCO2 | -14 | -4 | -7.1 | -5 | 8 | -2.9 | 19 | 4 | 129
O=c1c(-c2cccc(Cl)c2)c[nH]n1-c1ccccc1 | 5 | -5 | -1.0 | 1 | 0 | -0.1 | 17 | -12 | 103
O=C(NC(=S)N1CCN(CCO)CC1)C12CC3CC(CC(C3)C1)C2 | 4 | 0 | -3.4 | -3 | -4 | -3.9 | -7 | 19 | 96
O=C1/C(=C\c2ccco2)SC(=S)N1Cc1ccccc1 | 26 | 8 | 0.9 | 0 | -3 | -1.9 | 5 | 37 | 80
CCN(CC)C(=O)c1cc2c(=O)n3cccc(C)c3nc2s1 | -3 | -1 | -2.2 | -12 | 4 | 16* | 8 | 12 | 102
O=C(N/N=C/c1ccccn1)c1cc(-c2cccc3ccccc23)n[nH]1 | 1 | -7 | -2.3 | -2 | 5 | -1.9 | 16 | -37 | 92
COc1ccc(N2CCN(C(=O)c3cccc(NC4=NC5CS(=O)(=O)CC5S4)c3)CC2)cc1 (centres undefined) | 10 | 9 | -2.8 | -13 | 1 | 0.2 | -16 | -3 | 100
CCC(CC)c1nnc(NC(=O)CS(=O)(=O)c2ccc(C)cc2)s1 | 7 | 8 | -3.6 | -31 | 5 | -3.8 | -3 | 7 | 102
Cc1nc2sc(C(c3ccccc3)N3CCOCC3)c(O)n2n1 (centres undefined) | 14 | 0 | 1.0 | 0 | 1 | -0.6 | 4 | -14 | 92

Records listed above shown as hits in PfM18AAP inh.
SMILES,NS3 helicase inh,PfM18AAP inh,IMP-1 inh,MEKK2 mut-MEK5,VIM-2 inh,NALP1 inh,UBC9 SUMO inh,MEKK2 WT-MEK5
CCN1CCN(C(=S)c2ccc(OCC(=O)NCc3ccccc3)cc2)CC1,2,39*,0.8,-2,0.5,-5,14,96
